Screens: PubChem, several laboratories
EP2 modulator: modulates human prostaglandin E2 receptor EP2 signaling. P43116. EP2-expressing cells, cAMP HTRF FRET, PGE2 co-stimulation. induction, % at 25 µM. hit rate 0.83% among 260,000. AID 940;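 active means compounds whose cAMP rise, as percent of the full-agonist control response, exceeds 60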;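 further: rat C6 glioma line stably carrying human EP2 under a CMV promoter; the protocol text gives 20 µM as final concentration; 100% = response of wells given 1 µM PGE2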
Target sequence (P43116 whole entry, looked up): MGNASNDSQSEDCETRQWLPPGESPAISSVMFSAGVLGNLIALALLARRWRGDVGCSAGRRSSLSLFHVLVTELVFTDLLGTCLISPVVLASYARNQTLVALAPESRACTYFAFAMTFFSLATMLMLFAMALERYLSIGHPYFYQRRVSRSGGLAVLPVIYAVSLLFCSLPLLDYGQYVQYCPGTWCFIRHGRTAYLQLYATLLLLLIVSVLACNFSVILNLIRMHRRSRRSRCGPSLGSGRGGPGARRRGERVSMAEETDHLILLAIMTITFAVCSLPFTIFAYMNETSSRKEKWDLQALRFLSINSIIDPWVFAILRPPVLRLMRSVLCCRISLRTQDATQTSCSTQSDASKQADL
eIF4E-4G inh: blocks eIF4E binding to eIF4G. inhibition, % at 21.7 µM. TR-FRET eIF4E-eIF4GI(517-606) binding, 2 h. hit rate 0.37% among 220,000. P63073+Q04637;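 active means inhibition above about 30%, limit read from the data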;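 further: 0% = full FRET control wells and 100% = background wells lacking eIF4GI fragment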
NPY1 pot ag: potentiates or activates human NPY-Y1 receptor; P25929; NPY-Y1 expressing cells, potentiator/agonist activation; activation, % at 3.6 µM; hit rate 0.37% among 220,000; AID 1304; in the data active means activation above about 33%, passing the limit was not always enough;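 further: cells stimulated with NPY at EC10 then isoproterenol at EC100; 0% = low agonist plus stimulus and 100% = saturating agonist plus stimulus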
S1P4 agonist: agonists of human S1P4 receptor | hit rate 0.35% among 220,000 | AID 1509 | O95977 | activation, % at 4.98 µM | S1P4-expressing cell line, agonist reporter assay; in the data active means activation above about 11%;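 further: 0% = DMSO vehicle and 100% = reference agonist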
Target sequence (O95977 whole entry, looked up): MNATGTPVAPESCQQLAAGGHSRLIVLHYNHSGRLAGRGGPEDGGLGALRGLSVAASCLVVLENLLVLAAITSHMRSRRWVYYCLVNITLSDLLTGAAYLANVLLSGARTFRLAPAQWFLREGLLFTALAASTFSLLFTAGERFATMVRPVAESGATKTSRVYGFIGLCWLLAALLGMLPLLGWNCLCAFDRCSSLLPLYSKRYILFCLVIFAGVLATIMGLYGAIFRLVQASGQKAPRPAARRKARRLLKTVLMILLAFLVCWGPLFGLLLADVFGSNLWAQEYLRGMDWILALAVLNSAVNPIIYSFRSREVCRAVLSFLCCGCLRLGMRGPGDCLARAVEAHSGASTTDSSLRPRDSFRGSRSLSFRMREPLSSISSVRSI
EP2 antag: inhibitors of human EP2 prostaglandin E2 receptor; P43116; C6 glioma cells expressing human EP2, cAMP TR-FRET; cells stimulated with saturating PGE2; inhibition, % at 25 µM; hit rate 0.52% among 260,000;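 active means percent inhibition above 40 after rounding to a whole number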;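 further: rat C6 glioma host cells with rolipram phosphodiesterase inhibitor present; the protocol text gives 20 µM as final concentration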
NPY2 pot ag: potentiates or activates human NPY-Y2 receptor. P49146. cells expressing NPY-Y2, potentiator/agonist read-out. activation, % at 3.6 µM. hit rate 0.45% among 220,000; in the data active means activation above about 27%;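 further: cells stimulated with NPY near EC25 plus isoproterenol at EC100; 0% = vehicle plus submaximal agonist and 100% = vehicle plus saturating agonist; some results beyond the cut were filed as inactive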
p97 ATPase inh: blocks human p97 ATPase activity; P55072; recombinant p97 ATPase, Kinase-Glo ATP luminescence, 3 h; inhibition, % at 8 µM; hit rate 0.42% among 220,000; AID 1481; in the data active means inhibition above about 15%;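 further: 0% = DMSO vehicle and 100% = wells lacking enzyme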
NPY Y1 blocker: antagonists of human neuropeptide Y receptor Y1. HEK293-CNG Y1 cells, membrane potential fluorescence; NPY at EC95, then isoproterenol. P25929. AID 1040. hit rate 1% among 200,000. inhibition, % at 3.6 µM;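 active means inhibition above the campaign mean inhibition of all tested compounds plus 3 SD, cut at about 20% in these data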;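 further: 0% = DMSO wells given NPY plus isoproterenol and 100% = isoproterenol alone without NPY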
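Benchmarks – high control isoproterenol alone, low control NPY with isoproterenol · Material – HEK293 Y1/CNG channel cell line · Times – dye 3 h, compound 60 min room temperature, stimulation 45 min · Probe or stimulus – NPY (25 nM), isoproterenol (1 µM), Ro 20-1724 (25 µM) · Evaluation – % inhibition of NPY effect · Signal – fluorescence, membrane potential probe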
S1P4 antagonist: human S1P4 receptor antagonism. hit rate 0.26% among 220,000. O95977. inhibition, % at 4.98 µM. S1P4-expressing cells, antagonist mode, reporter read-out; in the data active means inhibition above about 29%;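 further: 0% = wells stimulated with agonist and 100% = vehicle wells without agonist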
Numbers without * were called inactive; · = no result given; [ ] = another dose, or the depositor's remark. Only part of the results is shown; the hit share may differ from the screen's.

Compound,NPY Y1 blocker,NPY1 pot ag,eIF4E-4G inh,S1P4 agonist,NPY2 pot ag,S1P4 antagonist,EP2 antag,EP2 modulator,p97 ATPase inh
O=C1c2ccc(Br)cc2C(=O)N1c1ccc(Cc2ccncc2)cc1,-3,6,2,1.7,14,-2,5,-67,-4
CCS(=O)(=O)N1CCC(N2CCC(C)CC2)CC1,·,4,-2,-0.5,-26,-7,10,-22,-4
COc1ccc(Cl)cc1Nc1ncnc2sc(C)c(S(=O)(=O)N3CCC(C)CC3)c12,-1,-15,13[fluorescence artefact?],1.5,3,-7,6,4,6
O=C(NC(Cc1c[nH]c2ccccc12)C(=O)N/N=C/c1ccc(Cl)cc1)c1cccs1 (stereo not given),-7,21,-1,0.6,21,5,6,-10,6
O=C(Cc1ccc(F)cc1)N(c1ccccc1)C1C=CS(=O)(=O)C1 (stereo not given),-1,8,-8[fluorescence artefact?],-0.8,11,-2,0,56,10
CC1CCC(NC(=O)CN(C)S(=O)(=O)c2cccc3cccnc23)CC1 (stereo not given),·,16,-4,-0.7,0,-5,7,-41,-3
CSc1ccc(CN2CCC(O)CC2)cc1,-2,0,·,0.9,-9,-19,·,·,2
COc1ccc(N(C=O)C(=S)SC)cc1,·,12,0,-0.8,7,2,8,-17,5
COc1cc(/C=N/Nc2nc(Nc3ccccc3)nc(-n3nc(C)cc3C)n2)cc(OC)c1OC,3,-10,10,-1.2,-2,-9,9,-9,6
CC1CCN(c2nc3nonc3nc2Nc2ccc(F)cc2)CC1,11,-4,2,3.8,-19,6,3,-17,-3
CNC(=O)c1cc(NC(=O)CCn2nc(-c3ccc(C)cc3)c3ccccc3c2=O)ccc1OC,·,0,1,-0.5,3,11,6,-30,-2
CCc1nc(SCC(=O)Nc2ccccc2C(=O)OC)n[nH]1,-7,4,4[fluorescence artefact?],0.7,6,0,13,26,4
Cn1c(=N)n(CC(=O)C(C)(C)C)c2ccccc21,-1,-6,4[fluorescence artefact?],1.1,-8,-13,12,-26,0
Cc1cccc(CN2C(=O)c3ccccc3Sc3ccc(C(=O)NCCN4CCOCC4)cc32)c1,-2,12,-1,-0.4,11,-1,9,-43,-4
CCN1CCCC1Cn1cnc2c([nH]c3cccc(Cl)c32)c1=O (stereo not given),7,16,-1,2.2,-9,-13,23,-29,1
COc1ccc(Cc2noc(CN3CCCN(C4Cc5ccccc5C4)CC3)n2)cc1OC,6,-3,-1,0.3,-31,-10,9,13,2
COc1cccc(-c2nnc3n2N=C(c2cc(OC)ccc2OC)CS3)c1,9,-1,3,1.5,-17,-11,8,38,1
CC(=O)c1sc(NC(=O)COc2ccc(C(C)C)c(C)c2)nc1C,10,-4,1,-1.6,-15,-23,5,4,-3
COc1ccccc1NC(=O)CSc1nnc(C)n1CCc1ccccc1,-1,8,-4,-2.0,-2,4,6,-2,-2
CCN=C1SC(C(=O)Nc2ccccc2)CC(=O)N1CC (stereo not given),1,-2,1,-2.0,1,-24,7,5,-1
Cc1ccccc1N=C(NOCc1ccc(Cl)cc1Cl)c1nonc1N,33*,-36,-8,0.6,-9,-2,·,38,-7
COc1ccc(-c2noc(CN(C(=O)c3cccs3)C(C)C)n2)cc1,5,-31,6,-0.3,-6,6,6,-3,-12
COc1cccc(/C=C/C(=O)OCC(=O)Nc2ccc(Cl)c(S(=O)(=O)N(C)C)c2)c1OC,9,-8,-1,-0.7,-38,13,7,-30,-2
CCOC(=O)C(C)CC(C)C(=O)N1CCOCCOCCN(C(=O)C(C)CC(C)C(=O)OCC)CCOCC1 (stereo not given),0,2,4,-0.6,-12,-3,10,30,2
Cc1ccc(-c2nnn(CC(=O)N(c3ccc4c(c3)OCCO4)C(C(=O)NCC3CCCO3)c3ccc(F)cc3)n2)o1 (stereo not given),-5,15,1,1.4,8,-15,8,-4,4
O=[N+]([O-])c1nn(-c2ccc3c(c2)OCCO3)n(O)c1=NC1CCCC1,15,-13,6[fluorescence artefact?],-2.8,4,1,9,1,0
CCOC(=O)C(NC(C)=O)(OCc1ccccc1)C(F)(F)F (stereo not given),-1,0,6[fluorescence artefact?],0.4,4,-5,9,11,-3
Nn1c(SCc2ccccc2F)nnc1-c1ccccn1,·,9,-3,1.9,10,-14,10,17,3
CC(C)(Oc1ccc(Cl)cc1)C(=O)NC1=NN(c2ccccc2)C(=O)C1,3,-15,1[fluorescence artefact?],-0.2,10,3,11,-77,1
O=C(NC(=O)N1CCSCC1)c1c(Cl)cccc1Cl,·,9,6,3.5,-11,1,10,-4,7

Remaining list, next part:
Compound,NPY Y1 blocker,NPY1 pot ag,eIF4E-4G inh,S1P4 agonist,NPY2 pot ag,S1P4 antagonist,EP2 antag,EP2 modulator,p97 ATPase inh
CCC(C)NS(=O)(=O)c1ccc(NS(=O)(=O)c2ccc(F)cc2)cc1 (stereo not given),4,-6,-11,0.1,2,-6,5,-13,5
O=S(=O)(NCCNc1ncc(C(F)(F)F)cc1Cl)C(F)(F)F,6,15,2,-0.2,-3,5,8,-5,-1
CC1CCCCC12NC(=O)N(CC(=O)NC1CCCc3ccccc31)C2=O (stereo not given),-3,6,4,-0.1,-4,-3,10,-10,1
Cc1ccc2nc(CCc3nc4ccc(C)cc4o3)oc2c1,18,-50,0[fluorescence artefact?],-0.3,5,4,4,-46,-2
Cc1occc1-c1nnc(SCC(=O)N2CCCCC2)o1,7,0,0,2.2,9,4,7,16,5
CCc1ccc(NCc2nc(-c3ccccc3)no2)cc1,6,-28,0,0.6,-12,-15,10,26,1
Fc1cccc(NC(=S)N2CCn3cccc3C2c2cccnc2)c1 (stereo not given),0,17,-8,1.3,12,-7,5,-83,6
CCC(CC)NC(=O)c1ccc(Cl)cc1,-1,-1,-3,1.2,-4,-4,5,5,-2
Cc1ccccc1P(=O)(CO)c1ccccc1C,-5,0,-1[fluorescence artefact?],-2.8,-15,-17,10,2,1
Clc1nc(Nc2ccc(N3CCOCC3)cc2)c2ccccc2n1,4,14,1,0.4,1,-4,15,-63,3
CCOC(=O)N/N=C/c1cc(C)n(-c2ccccc2)c1C,9,-19,-2,1.0,5,-3,7,-23,2
COc1ccc(C=C2c3ccccc3C(=O)c3ccccc32)c(OC)c1,·,-13,0,-0.5,-28,14,4,11,4
COc1ccc(N2CCN(c3oc(Cc4cccc5ccccc45)nc3C#N)CC2)cc1,18,-11,-1,1.0,-18,-33,10,-30,6
O=C(CN1C(=O)CSc2ccccc21)NCCC1=CCCCC1,2,-5,5[fluorescence artefact?],-1.1,-15,-7,·,-25,-4
Cc1ccc(OCC(=O)N/N=C/c2ccc([N+](=O)[O-])o2)cc1,-2,22,-6,-0.3,-2,-17,4,-8,1
CCOC(=O)c1cc(-c2ccc(OC)cc2)n(CCC(=O)NCCN2CCC(C)CC2)c1C,1,5,-4,-1.4,-19,6,6,-40,-1
Cc1ccc(S(=O)(=O)CCC(=O)OCc2ccc(Cl)c(Cl)c2)cc1,10,-19,9,-1.4,8,-7,7,12,-8
O=c1[nH]c(CN2CCN(c3ccccc3Cl)CC2)nc2ccsc12,3,-4,-3,0.7,10,-11,19,9,6
COCCCNC(=O)/C=C/c1c(Cl)cccc1Cl,6,-8,2,0.5,10,-4,5,-9,5
CC(C(=O)N1CCc2ccccc21)N1CCN(c2ccccn2)CC1 (stereo not given),-1,8,3[fluorescence artefact?],-1.0,-9,-14,3,-33,1
CN1CCN(Cc2nc(N)nc(Nc3ccc4c(c3)OCCO4)n2)CC1,3,-28,-1,2.6,8,-2,5,27,10
O=C1C2C3CCC(C3)C2C(=O)N1c1ccc(OS(=O)(=O)c2ccccc2)cc1 (stereo not given),0,18,-6,-1.9,-5,-16,17,-37,-2
CCOC(=O)c1oc2ccccc2c1NC(=O)CN1CCN(C)CC1,0,-6,1,-0.2,-2,6,15,0,1
COc1cccc(-c2ccc(C#N)c(=O)[nH]2)c1,1,1,5,-3.4,-8,6,4,21,0
O=C(Nc1sc2c(c1CN1CCOCC1)CCC2)c1ccc(F)cc1,-1,15,5,0.4,11,0,4,25,3
COc1ccccc1-c1nnc(SCC(=O)N2CCOCC2)n1-c1ccccc1,5,-4,1,2.1,-5,-6,26,-9,4
O=C(COc1ncnc2ccccc12)Nc1ccccc1[N+](=O)[O-],-5,-10,2,-0.4,2,-6,5,2,1
Cc1ccccc1NC(=O)C(C)c1ccc(-c2ccccc2)c(F)c1 (stereo not given),3,-8,-3,-4.0,2,9,3,-11,0
O=C(Cn1cnc2c(cnn2-c2ccc(F)cc2)c1=O)NCCc1ccccc1,3,-8,5,0.9,-2,-14,9,12,2
COCCCNC(=O)CN(CCc1ccccc1)S(=O)(=O)c1ccccc1,1,10,1,1.0,2,-10,5,0,-3

(next part)
Compound,NPY Y1 blocker,NPY1 pot ag,eIF4E-4G inh,S1P4 agonist,NPY2 pot ag,S1P4 antagonist,EP2 antag,EP2 modulator,p97 ATPase inh
CCCN(C(=O)CSc1nnnn1C)C1CCS(=O)(=O)C1 (stereo not given),-3,2,2,-0.6,-5,0,4,17,3
O=C(NCc1nc2ccccc2[nH]1)c1cccc(S(=O)(=O)N2CCCCC2)c1,4,5,2,2.0,4,-10,6,14,4
Cc1ccc(NC2=C(Cl)C(=O)c3ccccc3C2=O)cc1,6,4,0[fluorescence artefact?],0.5,0,-4,5,-1,-1
O=C1NCCN(Cc2cccc(Oc3ccccc3)c2)C1CC(=O)N1CCCCO1 (stereo not given),6,-10,-2,0.7,-2,-5,3,4,-7
O=C(Nc1ccc(N2CCOCC2)cc1N1CCOCC1)c1ccc([N+](=O)[O-])cc1,-2,2,1,-0.6,-2,0,·,4,2
CN(Cc1cnccn1)Cc1cn(Cc2ccccc2)nc1-c1ccc2c(c1)OCO2,5,4,2,1.0,-17,0,4,-4,6
COc1cc(C(=O)Nc2ccc(C#N)cc2)c([N+](=O)[O-])cc1OC,1,2,3,-3.2,-18,6,1,-14,-4
O=CN1CCC(=O)N(Cc2ccccc2)c2ccccc21,1,9,-6,-0.8,2,1,4,23,7
Cc1ccc(C)c2[nH]c(=O)c(C(c3nnnn3C3CCCC3)N3CCOCC3)cc12 (stereo not given),1,-12,5[fluorescence artefact?],0.5,-3,6,11,-36,6
C=CCNC(=S)NNC(=O)c1ccc(OCCCC)cc1,-3,-15,-1,-2.9,5,-3,12,8,1
NNC(=O)c1ccccc1OCc1ccccc1,·,-47,7,1.1,-94,-11,8,12,0
Cc1cc(Br)ccc1NC(=O)CNC(=O)CN(C)Cc1nc2ccccc2c(=O)[nH]1,2,-7,0,1.5,-8,8,10,-1,5
CCOC(=O)Cc1csc(NC(=O)C2CCCCC2C(=O)O)n1 (stereo not given),0,-3,-3,0.3,-23,9,1,6,-2
Cc1ccc(NC(=O)COc2ncnc3c(Cl)cc(Cl)cc23)cc1[N+](=O)[O-],4,-4,-1[fluorescence artefact?],0.4,-1,-5,13,-15,-2
